3CLpro inhibitor – SARS-CoV 3CLpro protease inhibitors, primary screen, biochemical, quenched FRET. recombinant SARS-CoV 3CLpro, quenched FRET peptide cleavage. AID 1706, 2009. Replicase polyprotein 1ab (Severe acute respiratory syndrome coronavirus), P0C6X7. hit rate 0.14% among 290,000. inhibition, % at 6 µM; in the data active = inhibition above about 12%
SSB-PriA inh – inhibitors of Klebsiella pneumoniae PriA binding to SSB C-terminal tail, primary screen, biochemical, AlphaScreen; AID 1272365, 2023; PriA–SSB C-terminal tail interaction (Klebsiella pneumoniae); inhibition, % at 33 µM; hit rate 0.6% among 430,000; AlphaScreen SSBct-PriA binding, biotinylated peptide; in the data active = inhibition mostly above about 37%, no sharp cut-off; inactive = mostly below about 20%;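 note: plate controls were negative control peptide for no effect and reference peptide for full effect; strong numbers were not always called active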
PrPC surface inh – inhibitors of human cell surface prion protein PrPC, primary screen, cell-based, TR-FRET; Major prion protein (Homo sapiens), P04156; TR-FRET read-out; inhibition, % at 13.8 µM; hit rate 0.43% among 370,000; in the data active = inhibition above about 24%; note: 0% = median of the test wells and 100% = reference compound wells
MazEF act – activators of E. coli MazEF toxin-antitoxin RNase, primary screen, biochemical, fluorescence, uHTS; Endoribonuclease toxin MazF (Escherichia coli (strain K12)), P0AE70; FAM/BHQ RNA-DNA oligo cleavage fluorescence, 5 h; activation, % at 20 µM; hit rate 0.32% among 350,000; in the data active = activation above about 50%
Target sequence (P0AE70 whole entry, looked up): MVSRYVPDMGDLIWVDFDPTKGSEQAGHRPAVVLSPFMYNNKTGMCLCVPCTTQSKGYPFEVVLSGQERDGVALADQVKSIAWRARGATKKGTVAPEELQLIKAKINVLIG
BoNT-A LC inh2 – BoNT/A light chain protease inhibitors, primary screen, biochemical, flow cytometry, MLPCN library. hit rate 0.17% among 360,000. multiplex microsphere protease substrate cleavage. inhibition, % at 10 µM. AID 588499, 2011. Botulinum neurotoxin type A light chain protease (Clostridium botulinum A str. ATCC 3502); note: plate controls were buffer without enzyme for full effect and enzyme alone for no effect
Rv3671c inh – Rv3671c serine protease inhibitors, primary screen, biochemical, fluorescence polarization, M. tuberculosis H37Rv. P9WHR9. inhibition, % at 5.96 µM. hit rate 0.048% among 320,000. AID 2606, 2010; in the data active = inhibition above about 38%;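 note: extracellular domain of Rv3671c used as enzyme; 0% = enzyme with DMSO and 100% = no enzyme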
DUSP3 inh – VHR1 phosphatase inhibitors, primary screen, biochemical, absorbance, uHTS; hit rate 0.52% among 290,000; Dual specificity protein phosphatase 3 (Homo sapiens), P51452; AID 1654, 2009; inhibition, % at 13.3 µM; recombinant VHR phosphatase, pNPP absorbance; in the data active = inhibition above about 50%; note: some compounds called inactive have numbers as strong as hits
Anthrax LF prot – Bacillus anthracis LF protease inhibitors, primary screen, biochemical, multiplex microsphere, MLPCN library; Lethal factor (Bacillus anthracis), P15917; AID 588501, 2011; multiplex microsphere protease cleavage assay; inhibition, % at 10 µM; hit rate 0.12% among 360,000; note: plate controls were buffer without enzyme for full effect and enzyme alone for no effect
Target sequence (P15917 whole entry, looked up): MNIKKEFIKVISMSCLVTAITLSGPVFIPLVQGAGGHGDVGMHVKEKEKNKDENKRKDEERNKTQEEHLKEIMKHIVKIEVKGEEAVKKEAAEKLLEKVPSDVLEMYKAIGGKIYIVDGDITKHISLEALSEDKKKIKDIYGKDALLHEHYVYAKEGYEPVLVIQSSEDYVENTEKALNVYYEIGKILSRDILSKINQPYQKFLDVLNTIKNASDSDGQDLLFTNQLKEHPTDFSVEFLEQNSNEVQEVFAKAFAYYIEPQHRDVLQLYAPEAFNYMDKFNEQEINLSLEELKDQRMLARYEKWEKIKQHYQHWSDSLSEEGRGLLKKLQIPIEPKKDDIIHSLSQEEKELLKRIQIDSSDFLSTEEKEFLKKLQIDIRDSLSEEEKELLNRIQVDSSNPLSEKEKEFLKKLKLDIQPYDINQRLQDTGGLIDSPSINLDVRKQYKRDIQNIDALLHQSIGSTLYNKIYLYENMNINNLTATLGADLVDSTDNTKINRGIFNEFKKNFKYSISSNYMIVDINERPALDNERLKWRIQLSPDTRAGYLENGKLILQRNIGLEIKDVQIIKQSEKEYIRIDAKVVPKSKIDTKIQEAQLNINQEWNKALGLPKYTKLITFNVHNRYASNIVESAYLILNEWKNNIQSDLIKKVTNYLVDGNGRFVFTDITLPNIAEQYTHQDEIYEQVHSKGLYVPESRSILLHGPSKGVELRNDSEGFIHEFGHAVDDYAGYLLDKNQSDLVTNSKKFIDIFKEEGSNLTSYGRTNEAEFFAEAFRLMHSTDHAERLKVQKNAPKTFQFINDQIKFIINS
BoNT F protease – BoNT/F light chain protease inhibitors, primary screen, biochemical, flow cytometry, MLPCN library | Botulinum neurotoxin type F light chain protease (Clostridium botulinum) | Multiplex microsphere protease cleavage assay | inhibition, % at 10 µM | hit rate 0.22% among 360,000 | AID 588497, 2011; in the data active = inhibition above about 35%, passing the limit was not always enough; inconclusive = no clear call, values can overlap the other calls; note: plate controls were buffer without enzyme for full effect and enzyme alone for no effect
CCHF vOTU inh – CCHFV vOTU protease inhibitors, primary screen, biochemical, Pep-AMC substrate, fluorescence; Crimean-Congo hemorrhagic fever virus L polyprotein viral ovarian tumor (vOTU) protease …; inhibition, % at 11.5 µM; hit rate 0.55% among 370,000; AID 651958, 2012; in the data active = inhibition above about 30%; note: 0% = vehicle wells with enzyme and 100% = no enzyme wells
An asterisk follows results filed as active; ? = inconclusive; / = no result given. Cut-off read from the data, not from the text of the source, unless noted: active = inhibition above about 30%; inconclusive = no clear call, values can overlap the other calls; inactive = below that. A portion of the library; count on the stated rates, not on these rows.

SMILES | 3CLpro inhibitor | SSB-PriA inh | PrPC surface inh | MazEF act | BoNT-A LC inh2 | Rv3671c inh | DUSP3 inh | Anthrax LF prot | BoNT F protease | CCHF vOTU inh
Cc1cccc(C)c1NS(=O)(=O)c1ccc(-c2cnc(C3CC3)o2)cc1 | 3 | -5 | 25* | 2 | 0.5 | -27 | -2 | 2 | 1 | 10
COc1ccc(N2CC(C(=O)OCC(=O)c3ccccc3)CC2=O)cc1 (configuration not stated) | 2 | -17 | -4 | -3 | -0.3 | -3 | 7 | -1 | -5 | -3
CC(=O)N1CCN(c2ccccc2NC(=O)COc2cc(C)ccc2C(C)C)CC1 | 2 | 3 | 8 | 0 | -0.4 | 3 | 6 | -1 | -2 | 12
COCc1cc(C)n(CC(=O)Nc2ccc(N3CCOCC3)cc2)c(=O)c1C#N | / | -2 | 0 | 0 | -0.8 | 0 | / | -1 | 3 | -4
Cc1nn2c(=O)c3c4c(sc3nc2n1-c1ccccc1)COC(C)(C)C4 | 0 | 3 | -7 | 0 | / | 1 | -17 | / | / | -1
CC(C)(C)N(Cc1ccccc1)C(=O)CN1C(=O)c2ccccc2C1=O | 0 | -1 | -6 | 4 | -3.5 | / | -10 | 1 | -11 | 9
Nc1ccc(S(=O)(=O)Nc2nc(-c3ccccc3)cc(-c3ccccc3O)n2)cc1 | / | / | 8 | -9 | -0.8 | / | / | -6 | -8 | 17
CCCCCCn1c(O)c(/C=N/N2CCCCCC2)c(=O)[nH]c1=O | -5 | / | 8 | 5 | -1.8 | -6 | 5 | 7 | ? | 8
CCCn1nnc(NC(=O)c2ccc(Br)cc2)n1 | 3 | -1 | 2 | 10 | -0.2 | 10 | -12 | -3 | 3 | 4
COc1ccc2nc3ccccc3nc2c1NC(=O)c1ccc(Br)cc1 | -1 | 0 | -9 | -246 | 0.5 | 8 | -5 | 2 | 4 | -1
O=C(NC1CCCCC1)c1cccc2c1C(=O)c1ccc(-c3ccc(OC(F)(F)F)cc3)cc1S2(=O)=O | / | -4 | 3 | -1 | 0.1 | -7 | / | 4 | 2 | -2
Cc1cc(SCC(=O)NC(=O)c2cccn2C)nc2ccccc12 | -1 | 4 | 22 | 10 | 0.6 | -10 | 17 | 4 | 1 | 1
CCCCN(C(=O)C1=CC=CN2CCS(=O)(=O)N=C12)c1ccccc1 | / | -5 | -5 | -7 | 2.9 | / | / | 4 | 7 | 5
Cn1nc2sc3ccccc3n2c(=O)c1=O | 2 | 2 | 3 | 7 | ? | -3 | 28 | -5 | ? | -7
CC(C)COc1ccc(C(=O)Nc2ncn[nH]2)cc1 | 7 | -6 | -4 | -18 | 2.1 | 9 | 4 | 1 | ? | -13
Cc1cccc(C)c1NC(=O)Cn1nc(-c2ccc(Cl)s2)ccc1=O | -1 | -15 | -8 | -8 | 0.4 | 5 | 1 | 1 | 2 | 3
CCOC(=O)c1sc2ncn(C(CC)C(=O)OC)c(=O)c2c1C (configuration not stated) | 1 | -19 | -3 | -4 | -1.5 | -11 | 7 | -2 | -9 | 4
O=C(CC(=O)Nc1ccc(Br)cc1)Nc1ccc(Br)cc1 | 8 | -6 | 2 | -7 | -2.5 | -12 | -14 | 3 | 9 | -2
N#Cc1cnn2c3c(cnc12)C(=O)N1CCc2ccccc2C1C3 (configuration not stated) | 1 | -1 | -2 | 17 | -1.2 | 7 | 48 | -1 | -4 | 4
CCOC(=O)N1CCN(C(=O)CN2C(=O)COc3ccc(C(C)(C)C)cc32)CC1 | -1 | -11 | 8 | 1 | -4.0 | -3 | 23 | -8 | -27 | 1
Cc1cccc(/C(N)=N/OC(=O)COc2ccccc2Cl)c1 | 6 | / | 4 | -4 | 0.2 | 5 | 0 | -1 | 1 | -4
CC(C)(C)NC(=O)/C(=C/c1cccnc1)NC(=O)c1ccco1 | -5 | -1 | 1 | 8 | 0.8 | 6 | 13 | -10 | -8 | -11
CCOc1ccc(C2CC(c3ccccc3)Nc3nc(N)nn32)cc1 (configuration not stated) | 1 | -11 | 1 | -4 | ? | -6 | 14 | 3 | 5 | 8
CCCCNCc1cc(Br)c(OCc2cccs2)c(OC)c1 | 3 | -24 | 0 | 8 | -0.6 | 1 | 15 | -5 | -10 | 3
Cc1ccc(/C=N/NC(=O)c2ccoc2C)s1 | 7 | / | 0 | 4 | -0.2 | 7 | 5 | 1 | -7 | 0
Cc1ccc(NC(=O)C(c2ccccc2)N2CCN(C(=O)c3ccco3)CC2)cc1Cl (configuration not stated) | / | -13 | 0 | -2 | 4.5 | -19 | / | 15 | 9 | 7
CCOC(=O)c1nc2ccccc2s1 | -3 | -8 | 0 | 8 | -0.1 | 6 | 29 | 3 | -5 | -10
O=C(N/N=C/c1cc([N+](=O)[O-])ccc1O)c1ccc(COc2ccc3c(c2)CCC3)o1 | -1 | / | -3 | -9 | 1.4 | / | 4 | 3 | 8 | 11
Cc1cccc(NC(=O)CN(c2ccc(F)cc2)S(C)(=O)=O)c1 | 5 | -13 | 10 | -14 | -0.5 | -4 | -9 | 7 | 3 | -4
COC(=O)[C@@]1(Cc2ccccc2)C=C[C@@H](C)N1C(C)=O | / | -15 | 5 | 8 | 1.0 | 5 | / | -1 | -4 | -8
O=C(NCc1cccnc1)NC(C(F)(F)F)C(F)(F)F | 0 | -15 | 5 | 4 | 0.2 | -2 | 6 | -2 | 0 | 3
CCCCNC(=S)N(CCN(C)C)Cc1cc2cc3c(cc2[nH]c1=O)OCCO3 | 5 | -11 | -1 | 7 | -1.3 | 4 | 15 | -2 | 5 | -26
CN1/C(=C\C=Nc2cc(S(=O)(=O)N3CCOCC3)ccc2N2CCOCC2)C(C)(C)c2ccccc21 | 1 | -17 | 4 | 2 | 0.3 | -1 | 19 | -1 | -6 | 3
CN(CC(=O)O)c1ccc(C(F)(F)F)cc1[N+](=O)[O-] | 0 | -21 | -9 | -11 | -0.9 | / | 6 | -6 | -4 | 4
Cc1ccn(CC(=O)NC2CCCN(Cc3ccc(CC(C)C)cc3)C2)n1 (configuration not stated) | -1 | -6 | -1 | 1 | 2.2 | 0 | 22 | -2 | 2 | -3
CN(C)c1ccc(NC(=O)CN2C(=O)CN=C(c3ccccc3)c3ccccc32)cc1 | 3 | 42 | 9 | -25 | -0.2 | 5 | 10 | -12 | -8 | 12
Cc1cc(C)c2cc(C#N)c(N3CCCN(C(=S)NCCCN(C)C)CC3)nc2c1 | 0 | -2 | 2 | 30 | 16 | -4 | 10 | 4 | 14 | -18
CCCCc1c(C)c2cc(C)ccc2[nH]c1=O | -1 | -5 | 5 | 3 | -0.1 | -2 | 20 | 5 | -5 | 3
Cc1ccc(CNc2oc(-c3ccco3)nc2S(=O)(=O)c2ccccc2)cc1 | -2 | 20 | 3 | 1 | 0.1 | -2 | 9 | -3 | -1 | -9
O=C(CNS(=O)(=O)c1cccs1)N1CCCC1 | -5 | -3 | -7 | 2 | -0.1 | -10 | 10 | -1 | -7 | 6
COc1cccc(C(N)=O)c1OC(=O)Cc1ccccc1F | 4 | 0 | 0 | 14 | -1.5 | -1 | 83 | -3 | ? | 2
CCOC(=O)CNC(=O)CSc1nnc(NC(=O)c2ccccc2Cl)s1 | 4 | -3 | 2 | 17 | 0.1 | -2 | 1 | -4 | -2 | -11
COc1cc(C(O)c2nc(-c3cccc4cccnc34)cs2)ccc1F (configuration not stated) | / | / | -9 | / | -0.5 | / | / | 0 | -7 | -1
COc1ccccc1CNc1nc2nc(C)c(C)c(=O)n2[nH]1 | 4 | -9 | 7 | -1 | -0.3 | 1 | 7 | -2 | -2 | 10
c1ccc(COc2cccc(-c3cc4nc(NCCN5CCOCC5)ccn4n3)c2)cc1 | / | / | -3 | / | 0.6 | / | / | 3 | -2 | 1
COc1cc2c(=O)n(CCCC(=O)NCC3CCCO3)c(=O)n(CC(=O)c3ccc(F)cc3)c2cc1OC (configuration not stated) | -2 | -5 | -5 | 3 | 0.3 | 2 | -2 | 2 | -13 | 15
COC(=O)Nc1ccc2c(c1)Nc1ccccc1CC2 | 1 | 8 | -5 | 5 | 2.5 | 5 | 0 | -1 | -6 | 18

Structural class, those above with fluorine
SMILES | 3CLpro inhibitor | SSB-PriA inh | PrPC surface inh | MazEF act | BoNT-A LC inh2 | Rv3671c inh | DUSP3 inh | Anthrax LF prot | BoNT F protease | CCHF vOTU inh
O=C(NC1CCCCC1)c1cccc2c1C(=O)c1ccc(-c3ccc(OC(F)(F)F)cc3)cc1S2(=O)=O | / | -4 | 3 | -1 | 0.1 | -7 | / | 4 | 2 | -2
Cc1cccc(NC(=O)CN(c2ccc(F)cc2)S(C)(=O)=O)c1 | 5 | -13 | 10 | -14 | -0.5 | -4 | -9 | 7 | 3 | -4
O=C(NCc1cccnc1)NC(C(F)(F)F)C(F)(F)F | 0 | -15 | 5 | 4 | 0.2 | -2 | 6 | -2 | 0 | 3
CN(CC(=O)O)c1ccc(C(F)(F)F)cc1[N+](=O)[O-] | 0 | -21 | -9 | -11 | -0.9 | / | 6 | -6 | -4 | 4
COc1cccc(C(N)=O)c1OC(=O)Cc1ccccc1F | 4 | 0 | 0 | 14 | -1.5 | -1 | 83 | -3 | ? | 2
COc1cc(C(O)c2nc(-c3cccc4cccnc34)cs2)ccc1F (configuration not stated) | / | / | -9 | / | -0.5 | / | / | 0 | -7 | -1
COc1cc2c(=O)n(CCCC(=O)NCC3CCCO3)c(=O)n(CC(=O)c3ccc(F)cc3)c2cc1OC (configuration not stated) | -2 | -5 | -5 | 3 | 0.3 | 2 | -2 | 2 | -13 | 15

Compound activity from PubChem BioAssay.
